KCNQ2 block = KCNQ2 channel blockers in CHO-K1 cells – cell-based, FluxOR thallium flux, B-score, primary screen (AID 2156); hit rate 1.1% among 310,000; O88943; 20 min; active compounds read low; B-score at 10 µM;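 active means fluorescence ratio B-score at most minus 3 library SDs, with starting brightness B-score within 2 library SDs, cut at about -5.5 in these data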
Kir21 inh = blocks the mouse Kir2.1 inward-rectifier potassium channel | P35561 | HEK293-Kir2.1, FluxOR thallium flux fluorescence; active compounds read low | B-score at 10 µM | hit rate 0.85% among 310,000 | AID 1672;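 active means fluorescence ratio B-score at or below minus 3 SD of library scores, with starting-brightness B-score within 2 SD, cut at about -4.2 in these data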;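 further: channel flux triggered by added potassium and thallium sulfate stimulus; B-score of peak minus minimum fluorescence over baseline after thallium stimulus; more negative B-score means stronger Kir2.1 block with less thallium influx; some compounds called inactive have numbers as strong as hits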
Target sequence (P35561 whole entry, looked up): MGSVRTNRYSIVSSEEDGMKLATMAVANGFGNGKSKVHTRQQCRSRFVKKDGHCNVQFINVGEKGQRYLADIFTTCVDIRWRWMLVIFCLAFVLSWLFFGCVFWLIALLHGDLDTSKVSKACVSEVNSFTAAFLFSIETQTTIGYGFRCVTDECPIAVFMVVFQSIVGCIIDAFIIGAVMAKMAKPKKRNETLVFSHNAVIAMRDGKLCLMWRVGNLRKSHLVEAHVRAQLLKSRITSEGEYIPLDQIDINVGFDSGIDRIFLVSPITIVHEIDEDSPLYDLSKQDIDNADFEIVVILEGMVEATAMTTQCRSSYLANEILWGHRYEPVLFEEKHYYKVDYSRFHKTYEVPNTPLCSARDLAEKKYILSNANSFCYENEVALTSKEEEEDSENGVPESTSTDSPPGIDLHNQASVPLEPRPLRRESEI
Starred values were filed as active, the others as inactive; i = inactive. The order is random; overall some 1.8% were active at least once.

KCNQ2 block | Kir21 inh | molecule
i | 0.98 | CC(C)CCNC(=O)c1cn(CC(C)C)c(=O)c2c1c1ccccc1n2C
i | 0.4 | CN(C)c1ccc(N=Nc2ccccc2C(=O)OCC(=O)N2CCCC2)cc1
i | 1.3 | O=C(NC(Cc1c[nH]c2ccccc12)C(=O)NCc1ccc(F)cc1)OCc1ccccc1 (stereo not drawn)
i | 2.9 | Cc1cc(C)cc(N(CC(=O)NCc2ccccc2Cl)S(=O)(=O)c2c(C)[nH]c(=O)[nH]c2=O)c1
i | 0.82 | CS(=O)(=O)N(CCc1ccccc1)CC(=O)NCc1ccccn1
i | -7.5* | CN1CCC(Oc2ccc(Sc3ccccc3)cc2)CC1
i | 0.38 | CCCCNc1c(-c2cccc(-c3cc(C(C)=O)cs3)c2)nc2cc(C)ccn12
i | 2.2 | COC(=O)c1ccc(C(=O)N2CCCC(N3CCN(c4ccccc4)CC3)C2)nc1 (stereo not drawn)
i | -0.27 | O=C(c1cccs1)N1CCCC(c2nc3c(nnn3Cc3ccccc3)c(=O)[nH]2)C1 (stereo not drawn)
i | -0.67 | O=C(c1ccccc1CCc1ccccc1)N1CCN(c2ccccn2)CC1
i | 0.71 | CCOc1ccc(C(=O)NCC(=O)OCC(=O)NC2CCCC2)cc1
i | -0.59 | S=C(NCc1ccccc1)N1CCN(C2CCCCC2)CC1
i | 0.17 | COC(=O)/C=C1/SC(=NC(=O)c2ccc(OC)cc2)NC1=O
i | 2.2 | COc1ccc(OC)c(-c2csc(NC(=O)C3CSC4(C)CCC(=O)N34)n2)c1 (stereo not drawn)
i | -0.01 | CCC(=O)Nc1nnc(S(=O)(=O)N(CC)c2ccc(OC)cc2)s1
i | -0.19 | Cc1nn(C)cc1CNC(=O)c1ccccc1Br
i | 1.9 | O=Cc1ccc(OCc2cn3ccccc3n2)cc1
i | -0.67 | CC(C)Oc1ccc(S(=O)(=O)N2CCOCC2)cc1NC(=O)C1=COCCO1
i | -1.3 | CC(=O)N1CCCc2cc(S(=O)(=O)N(C)Cc3ccccc3)ccc21
i | -0.43 | Cc1cc(C(=O)NCCc2ccc(Cl)cc2)no1
i | 0.6 | Cc1ccccc1NN1C(=O)C=CC1=O
i | 0.39 | Cc1ccccc1CNc1ccc(C(CC(N)=O)NC(=O)c2ccccc2)cc1[N+](=O)[O-] (stereo not drawn)
i | -0.61 | CCN(CC)c1ccc(/C=N/N2CCN(Cc3cccc4ccccc34)CC2)c(O)c1
i | -2.2 | COc1ccc(/C=C(/NC(=O)c2ccccc2)C(=O)NCCCn2ccnc2)cc1OC
i | -1.5 | O=C1Cc2ccccc2C(c2c(Cl)cccc2Cl)N1 (stereo not drawn)
i | 0 | Cc1cc(C)nc(Sc2ncnc(N)c2[N+](=O)[O-])n1
i | -3.5 | COc1ccc(-c2coc3cc4oc(=O)cc(-c5ccccc5)c4cc23)cc1F
i | -1.7 | CC1=C(C(=O)OCC2CCCO2)C(c2ccccc2)NC(=O)N1 (stereo not drawn)
i | 0.25 | O=C(NCc1ccc(Cl)cc1)C1CCN(c2nnc(N3CCCC3=O)s2)CC1
i | -1.5 | NNC(=O)c1ccc(Oc2cc(Cl)cc(Cl)c2)o1
i | -0.87 | CCOc1ccc2nc(N3CCC(C(=O)N4CCN(C5CCCCC5)CC4)CC3)sc2c1
i | 1.9 | Cc1ccc(CCN2CC(C(=O)NCCCN(C)Cc3ccccc3)CC2=O)cc1 (stereo not drawn)
i | -2.9 | COc1cccc2c3c(c(C)nc12)CCN3c1ccccc1
i | -1.2 | CNC(=O)CS(=O)(=O)CC(=O)Nc1cc(OCCOC)c(Cl)cc1Cl
i | -0.01 | Cc1c(C(=O)N2CCCCC2)c(S(=O)(=O)N2CCc3ccccc32)c(C)n1C
i | -0.43 | COc1cccc(/C=N\NC(=O)C2=NNC(=O)C2C)c1O (stereo not drawn)
i | 1.2 | COC(=O)c1sccc1OC(C)C(C)=O (stereo not drawn)
i | -1.5 | O=C(NNc1nc(-c2ccccc2)cs1)c1ccccc1
i | -1.2 | COc1ccc(OC(C)C(=O)NC(C)c2ccccc2)cc1 (stereo not drawn)
i | -0.06 | CN(C)S(=O)(=O)c1cccc(NC(=O)COC(=O)/C=C/c2cccs2)c1
i | -2.4 | CC(C)c1ccc(NC(=O)C2CCCN(S(=O)(=O)c3cnc[nH]3)C2)cc1 (stereo not drawn)
i | 0.74 | O=C(NCc1ccccc1)C1CCCN(C(=O)Nc2ccccc2)C1 (stereo not drawn)
i | 0.64 | COc1ccc2c(c1)N(C)C(=O)CC(c1ccccc1)=N2
i | -1.1 | c1ccc(Cc2cc[n+](Cc3ccccc3)cc2)cc1
i | -0.37 | CC(Cl)C(=O)NNC(=O)CNS(=O)(=O)c1ccccc1 (stereo not drawn)
i | 0.12 | O=c1cc(CN2CCN(S(=O)(=O)/C=C/c3ccccc3)CC2)c2ccc(O)cc2o1
i | -0.63 | CCn1cc(C(=O)N2CC(C)CC(C)C2)c(=O)c2cc(S(=O)(=O)N3CCOCC3)ccc21 (stereo not drawn)
i | -1.4 | CCc1nn2cc(-c3ccccc3)nc2s1
i | 0.16 | CCOc1ccc(-c2nnn(CC(=O)NCc3cccs3)n2)cc1
i | -1.5 | CC(C)CC(=O)Nc1ccc(S(=O)(=O)N2CCCC2)cc1
i | -1.6 | O/N=C(/c1ccc(F)cc1)C1CC1c1c(F)cccc1Cl (stereo not drawn)
i | 0.88 | Cc1c(C(=O)N(Cc2cccc(Br)c2)C2CCS(=O)(=O)C2)oc2ccc(F)cc12 (stereo not drawn)
i | -0.35 | CCCCC(=O)NS(=O)(=O)c1ccc(N=NN2CCOCC2)cc1
i | 1.1 | CCOc1ncccc1C(=O)Nc1ccc(F)c(Cl)c1
i | 1.8 | CCN1CCN(CCc2nc3cc([N+](=O)[O-])ccc3n2C)CC1
i | -1.2 | C=CCN1/C(=C2/SC(=S)N(C)C2=O)Sc2ccccc21

The list goes on.
KCNQ2 block | Kir21 inh | molecule
i | -0.32 | COc1ccccc1N1CCN(C(=O)c2cn(-c3ccccc3)nc2-c2cccnc2)CC1
i | 0.18 | CCCC(=O)Nc1ccc(Cl)c(NC(=S)NC(=O)C(C)C)c1
i | -1.3 | CCCOCC1CC(CCc2nc(=S)[nH][nH]2)C(=O)O1 (stereo not drawn)
i | 0.53 | Cc1c(C(=O)N2CCCCC2)sc(NC(=O)C23CC4CC(CC(C4)C2)C3)c1C#N
i | -1.1 | O=C(Nc1ccccc1C(=O)N1CCOCC1)c1ccc(CSc2ccccc2)cc1
i | -0.03 | CC1CC(C)CN(CCOc2cccc(Cl)c2Cl)C1 (stereo not drawn)
i | 0.2 | COc1ccc(-c2nc(-c3cccc(C)c3)nc(N3CCN(C)CC3)c2C#N)cc1
i | -0.6 | Cc1cccc(N(CC(=O)NC(C)(C)C)C(=O)CNC(=O)c2cccs2)c1C
i | 0.05 | CCN(CC)Cc1nc2sc(C)c(C)c2c(=O)[nH]1
i | 1.1 | O=C(NCCc1ccccc1)C1CCC(Cn2c(=O)c3ccccc3n(Cc3cccnc3)c2=O)CC1 (stereo not drawn)
i | 1.5 | O=C(Cn1cnc2cc([N+](=O)[O-])ccc2c1=O)NC(c1ccccc1)c1ccccc1
i | -0.63 | COc1ccc(N(C(C)=O)C2C=CS(=O)(=O)C2)c(OC)c1 (stereo not drawn)
i | -0.04 | CC(=O)N(c1ccc(Cl)cc1)c1nc(C)cc(C)c1C#N
i | -0.35 | COCC1CCN(Cc2c(C(=O)N3CCN(C4CCCCC4)CC3)nc3ccccn23)C1 (stereo not drawn)
i | 0.16 | Cc1nn(C)c(C)c1S(=O)(=O)N1CCC(C(=O)Nc2ccc3c(c2)OCCO3)CC1
i | -0.78 | CN(C)c1nc(N)c2ncc(=S)[nH]c2n1
i | -1.1 | C[C@@H]1[C@@H](Sc2ccccc2)CC(=O)O[C@@H]1c1ccc(-c2ccccc2)cc1
i | 0.8 | COc1ccc(/C(N)=N/OC(=O)c2c(-c3ccccc3Cl)noc2C)cc1OC
i | 0.27 | CC1(C)c2ccccc2N2CCC(=O)NC21/C=C/c1ccco1 (stereo not drawn)
i | 1.1 | O=C(N/N=C\c1ccc(O)c([N+](=O)[O-])c1)c1ccccc1-n1cccc1
-13* | -4.3* | Cc1cc(NS(=O)(=O)c2ccc(Nc3nc(-c4sc(NC(=O)c5ccccc5)nc4C)cs3)cc2)no1
i | -0.4 | O=C(O)c1cc(S(=O)(=O)N2CCCCC2)sc1Cl
i | 1 | Cc1c(NC(=O)C(C#N)=C2CCCCC2)c(=O)n(-c2ccccc2)n1C
i | -0.19 | CC(Cn1cncn1)C(=O)N1CCN(S(=O)(=O)c2ccccc2)CC1 (stereo not drawn)
i | -0.96 | COc1cccc(C(C(=O)NC2CCCC2)N(C(=O)c2ccco2)c2cccc(C(C)=O)c2)c1OC (stereo not drawn)
-5.6* | -0.21 | CCOC(=O)C1=C(c2ccccc2)N(C)C(=O)NC1c1ccc(OC(F)F)c(OC)c1 (stereo not drawn)
i | 0.31 | CC(C)(C)C(=O)CNS(=O)(=O)c1ccc(S(=O)(=O)NC2CCCC2)cc1
i | -0.34 | CCCCn1c(N)c(N(CCOC)C(=O)c2ccc(C)o2)c(=O)[nH]c1=O
i | -0.11 | CN(c1ccc(OC(=O)CN2C(=O)NC3(CCCC3)C2=O)cc1)S(=O)(=O)c1ccccc1
i | -3.2 | CC(C)Oc1ccc(CN2CCCC(CO)(Cc3ccc(F)cc3)C2)cc1 (stereo not drawn)
i | 0.74 | Cc1sc(NC(=O)C2CCCC2)c(C#N)c1C
i | -0.61 | Cc1cc(C(=O)N/N=C/c2cccnc2)c2ccccc2n1
i | 0.18 | Cc1ccc(S(=O)(=O)CCC(=O)N2CCN(c3ccc([N+](=O)[O-])cc3)CC2)cc1
i | 1.7 | Cc1cc(NC(=O)CN2C(=O)/C(=C/c3ccccc3F)SC2=S)no1
i | -0.94 | COc1ccc(-c2cc(CCCC(=O)N3CCN(c4ccc(OC)cc4)CC3)no2)cc1
i | 0.95 | CCCn1nnc(NC(=O)C(c2ccccc2)c2ccccc2)n1
i | 0.11 | CN(C)c1cccc(C(=O)Nc2cccc(S(=O)(=O)NC3=NCCC3)c2)c1
i | 0.01 | COC(=O)/C(=C/c1c[nH]c2ccccc12)NC(C)=O
i | 1.2 | Cc1sc2ncnc(NCC3CCCO3)c2c1C (stereo not drawn)
i | -0.22 | CC(=O)c1ccc(NC(=O)NNS(=O)(=O)c2ccc([N+](=O)[O-])cc2)cc1

Structural class: the entries above with a furan ring, fused or not
KCNQ2 block | Kir21 inh | molecule
i | -3.5 | COc1ccc(-c2coc3cc4oc(=O)cc(-c5ccccc5)c4cc23)cc1F
i | -1.5 | NNC(=O)c1ccc(Oc2cc(Cl)cc(Cl)c2)o1
i | 0.88 | Cc1c(C(=O)N(Cc2cccc(Br)c2)C2CCS(=O)(=O)C2)oc2ccc(F)cc12 (stereo not drawn)
i | 0.27 | CC1(C)c2ccccc2N2CCC(=O)NC21/C=C/c1ccco1 (stereo not drawn)
i | -0.96 | COc1cccc(C(C(=O)NC2CCCC2)N(C(=O)c2ccco2)c2cccc(C(C)=O)c2)c1OC (stereo not drawn)
i | -0.34 | CCCCn1c(N)c(N(CCOC)C(=O)c2ccc(C)o2)c(=O)[nH]c1=O

Remaining list, next part
KCNQ2 block | Kir21 inh | molecule
i | -1.8 | CC(CC(=O)Nc1nnc(CC(C)(C)C)s1)c1ccccc1 (stereo not drawn)
i | -0.13 | Cc1nnc(SCC(=O)Nc2ccc(S(=O)(=O)N3CCCC3)cc2)n1N
i | 2.6 | CCc1nnc(NC(=O)c2cnccn2)s1
i | 0 | CCCNC(=O)COc1coc(CN2CCN(Cc3ccccc3)CC2)cc1=O
i | 0.79 | CC(C)NCC(O)COCCOc1ccc(Br)cc1 (stereo not drawn)
i | 0.17 | Cc1nn(C)c(C)c1CN(C(=O)C1CCC(=O)N(C2CCCCCC2)C1)C(C)C (stereo not drawn)
i | 1.6 | CCOC(=O)COc1c(/C=N\O)cc(Cl)cc1OC
i | 0.45 | CCn1c(CN2CCN(C(=O)c3ccco3)CC2)nc2c1c(=O)n(C)c(=O)n2C

3 entries out of the list above, ordered by their value in Kir21 inh, ascending.
compound,KCNQ2 block,Kir21 inh
COc1ccc(-c2cc(CCCC(=O)N3CCN(c4ccc(OC)cc4)CC3)no2)cc1,i,-0.94
COc1ccc(N(C(C)=O)C2C=CS(=O)(=O)C2)c(OC)c1 (stereo not drawn),i,-0.63
CCCNC(=O)COc1coc(CN2CCN(Cc3ccccc3)CC2)cc1=O,i,0

Next entries
KCNQ2 block | Kir21 inh | molecule
i | 1.3 | CSc1ccc(C2(O)Cc3cccc[n+]3C2c2ccccc2)cc1 (stereo not drawn)
i | -0.25 | CCOC(=O)c1cc(C)nc(N2CCCCC2)c1C#N
i | -0.11 | Clc1ccc2nncn2n1
i | -0.94 | Cc1ccc(NC2CCCN(C(=O)c3ccccc3-c3ncc[nH]3)C2)cc1C (stereo not drawn)
i | -2 | CC(C)c1ccccc1OCC(=O)Nc1ccc2[nH]ncc2c1
i | -1.2 | CCCCN(CCCC)S(=O)(=O)c1ccc(NS(=O)(=O)c2ccc(NC(C)=O)cc2)cc1
i | 1.3 | COc1cccc(Cn2c(=O)sc3ccccc3c2=O)c1
i | 0.04 | Cc1ccc(C(C)C)c(OCC(=O)Nn2c(C)nc3ccccc3c2=O)c1
i | -0.18 | CC1(C)CC(=O)C/C(=N\NC(=O)C2C3CCCCC32)C1 (stereo not drawn)
i | -0.18 | CSc1nc(C)cc(OCC(=O)N/N=C/c2ccccc2O)n1
i | -1 | CC1CCCCC1NC(=O)CCCn1c(=S)[nH]c2ccccc2c1=O (stereo not drawn)
i | -1.5 | CCC(C)(C)NC(=O)C(c1cccc(OC)c1)N(C(=O)c1ccn[nH]1)c1cccc(OC)c1 (stereo not drawn)
i | 0.38 | Cc1ccc(F)cc1NC(=O)CCC(=O)c1cccs1
i | -0.74 | CN(CC(=O)Nc1cccc(F)c1)C(=O)COc1cccc2c1OC(C)(C)C2
i | 1.3 | CCN1CCN(C(=O)/C=C/c2ccc(OC)cc2)CC1

Compound activity from PubChem BioAssay.
